Assay outcomes as filed in PubChem BioAssay.
M1 antag: blocks human M1 muscarinic receptor | P11229 | hit rate 1.3% among 360,000 | AID 588852 | CHO-K1 hM1, Fluo-8 calcium fluorescence, ACh EC80 antagonist | inhibition, % at 3 µM;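 active means percent inhibition above its own plate's cutoff, namely the mean of that plate's compound wells plus 3 SD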;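 further: peak over basal fluorescence ratio during 140 s after agonist addition; 0% = ACh EC80 plus DMSO and 100% = DMSO alone without agonist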
M1 PAM parental: M1 PAM counterscreen hit in parental CHO-K1 cells; hit rate 0.02% among 360,000; ATP EC20, Fluo-8 calcium fluorescence; 0% at ATP EC20, 100% at ATP max; activation, % at 3 µM;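 active means activation above the run cutoff, the mean activation of all test compounds plus 3 SD, cut at about 40% in these data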;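 further: peak over basal fluorescence ratio in a 140 s read after ATP addition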
CHO parental Ca: counter-screen: ATP calcium response change in parental CHO cells; hit rate 0.63% among 330,000; inhibition, % at 5.6 µM; parental CHO-K1, ATP-induced calcium, Fluo-8 fluorescence;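 active means inhibition above that plate's mean sample inhibition plus 3 SD, cut at about 26% in these data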;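 further: 0% = ATP-challenged DMSO wells and 100% = DMSO wells without ATP; some compounds past the cut are filed as inactive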
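material = parental CHO cells | also added = ATP as calcium-mobilizing challenge | dosing = single point at 5.6 µM | detection = intracellular calcium via Fluo-8 no-wash fluorescent dye | read-out = % inhibition | benchmarks = low control ATP plus DMSO, high control DMSO only | repeats = one well per compound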
CHO-K1 Ca antag: counter-screen for M1 antagonists: effect in parental CHO-K1 cells; AID 602250; inhibition, % at 3 µM; hit rate 0.6% among 360,000; ATP-induced calcium, Fluo-8 fluorescence;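 active means inhibition above a per-plate cutoff, the plate's mean sample inhibition plus 3 SD, cut at about 24% in these data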;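 further: 0% = DMSO plus EC80 ATP and 100% = DMSO alone without ATP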
CHRM1 agonist: human M1 muscarinic receptor agonism | P11229 | CHO-K1 hM1, Fluo-8 calcium fluorescence, agonist mode; 0% DMSO, 100% acetylcholine EC100 | activation, % at 3 µM | hit rate 0.33% among 360,000 | AID 588814;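 active means activation above the run's mean compound activation plus 3 SD, cut at about 16% in these data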;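 further: peak over basal fluorescence ratio within a 140 s kinetic read after compound addition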
TAAR1 antag: antagonists of human TAAR1. Q96RJ0. CHO RD-HGA16 TAAR1, Fluo-8 calcium fluorescence, antagonist. inhibition, % at 3 µM. hit rate 1.5% among 360,000;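 active means inhibition above a per-plate cutoff, the mean inhibition of test compounds on that plate plus 3 SD, cut at about 49% in these data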;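 further: 0% = DMSO plus EC80 beta-PEA response and 100% = DMSO alone without agonist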
Target sequence (Q96RJ0 whole entry, looked up): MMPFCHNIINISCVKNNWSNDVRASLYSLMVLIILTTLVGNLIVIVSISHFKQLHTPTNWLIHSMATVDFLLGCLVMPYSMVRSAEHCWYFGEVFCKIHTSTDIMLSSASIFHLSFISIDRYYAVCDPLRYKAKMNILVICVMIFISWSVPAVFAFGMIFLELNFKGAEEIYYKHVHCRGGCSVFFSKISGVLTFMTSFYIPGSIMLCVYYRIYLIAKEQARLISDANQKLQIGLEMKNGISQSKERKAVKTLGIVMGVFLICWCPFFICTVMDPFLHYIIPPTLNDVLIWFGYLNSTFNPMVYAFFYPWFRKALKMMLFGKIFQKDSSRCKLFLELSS
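Assay system: CHO-derived RD-HGA16 cells stably expressing human TAAR1 plus Gα16. Timing: 140 s kinetic read after compound, 140 s after agonist. Technique: kinetic Fluo-8 calcium fluorescence measurement. Measure: % inhibition of agonist calcium response.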
OXTR potentiate: potentiators of human oxytocin receptor; P30559; CHO-OTR cells, Fluo-8 calcium fluorescence, potentiator mode; 0% = oxytocin EC15, 100% = EC100; activation, % at 3 µM; hit rate 0.061% among 320,000;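 active means activation above that plate's cutoff, the mean activation of tested compounds plus 3 SD, cut at about 6.6% in these data, passing the limit was not always enough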;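 further: 100% uses oxytocin at 75 nM as the full agonist control; some results filed as inactive read as strong as hits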
Target sequence (P30559 whole entry, looked up): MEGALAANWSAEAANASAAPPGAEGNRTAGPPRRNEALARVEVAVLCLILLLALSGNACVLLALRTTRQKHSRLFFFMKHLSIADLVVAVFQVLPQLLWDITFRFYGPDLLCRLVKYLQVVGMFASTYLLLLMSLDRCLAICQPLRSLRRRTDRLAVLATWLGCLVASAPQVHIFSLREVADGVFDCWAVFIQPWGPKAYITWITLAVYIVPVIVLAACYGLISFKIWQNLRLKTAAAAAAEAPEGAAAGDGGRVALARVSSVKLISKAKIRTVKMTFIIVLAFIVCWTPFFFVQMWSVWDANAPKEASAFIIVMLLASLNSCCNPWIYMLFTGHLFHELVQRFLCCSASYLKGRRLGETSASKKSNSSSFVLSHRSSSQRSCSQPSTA
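test system = CHO-OTR cells, human receptor | compound = single-point 3.0 µM | schedule = 6 min compound pre-incubation at room temperature, 100 s kinetic read | signal = Fluo-8 no-wash calcium dye fluorescence, excitation 470-495 nm, emission 515-575 nm | repeats = single well per compound, singlicate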
TAAR1 ag: human TAAR1 agonism; Q96RJ0; CHO RD-HGA16 TAAR1, Fluo-8 calcium fluorescence; vehicle wells 0%, saturating PEA agonist 100%; activation, % at 3 µM; hit rate 0.99% among 360,000; AID 624467;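 active means activation above the mean activation of all test compounds in the run plus 3 SD, cut at about 38% in these data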
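Assay system – CHO-derived RD-HGA16 cells with stable Gα16 and human TAAR1 · Compound dosing – one-point dosing at 3 µM (nominal) · Incubation – 17-24 h seeding, 75 min 37 °C dye, 30 min RT · Measured by – kinetic Fluo-8 calcium fluorescence · Control set – DMSO vehicle as 0%, PEA at EC100 as 100% · Repeats – single well for each compound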
M1 ag parental: nonselective activator or artifact in parental CHO-K1 cells | hit rate 0.48% among 360,000 | Fluo-8 calcium fluorescence; scaled to maximal ATP response, vehicle zero | activation, % at 3 µM; in the data active means activation above about 15%;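 further: untransfected CHO-K1 host cells lacking M1 receptor as counterscreen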
The depositor's hits bear a star; / = no result given.

compound,M1 antag,M1 PAM parental,CHO parental Ca,CHO-K1 Ca antag,CHRM1 agonist,TAAR1 antag,OXTR potentiate,TAAR1 ag,M1 ag parental
Cc1cccc2c(CCNC(=O)c3ccc([N+](=O)[O-])cc3)c[nH]c12,-10,10,-8,-8,-7,-13,-2,3,1.0
O=C(NCCc1ccc(Cl)cc1)C1CCCO1 (stereo not drawn),11,-6,-10,0,-5,-14,-9,1,-0.2
O=C(O)c1ccc(Nc2cnc3ccccc3n2)cc1,-2,3,-3,10,-2,-2,-4,11,-0.3
C=CCn1c(SCC(=O)c2c(N)n(C)c(=O)n(C)c2=O)nc2sc(C)c(C)c2c1=O,1,10,-19,-7,-5,-2,-6,3,-0.2
COCCCNCCOc1cc(C(C)C)ccc1C,-6,24,-5,-3,-6,-2,-5,18,1.1
CCN(CC)C(=O)c1sc2nc(-c3ccccc3)ccc2c1N,-7,5,-17,-6,-4,-24,-7,0,-0.2
Cc1nc(C(=O)NCc2ccccc2)sc1C1(C)CC(c2cccc([N+](=O)[O-])c2)=NO1 (stereo not drawn),-6,10,-17,-6,3,16,-2,6,0.6
CCCN1CCC(NCc2cn(C)nc2-c2ccc(Oc3ccccc3)cc2)CC1,3,21,-14,-4,-6,11,-9,5,2.8
CC1CN(C(=O)CCCN2C(=O)c3ccccc3C2=O)CC(C)O1 (stereo not drawn),-9,-6,/,6,1,-20,/,2,0.2
C=C(C)C(=O)N1CC2(CC(c3cccc(NC(=O)COc4ccc(Cl)cc4)c3)=NO2)C[C@@H]1C(N)=O (stereo partly drawn),4,4,-11,-8,-4,8,-2,13,0.4
O=C(Cn1c(CC(=O)N2CCCC2)nc2ccccc21)NCc1ccccc1,2,6,-11,-7,-6,0,0,11,-0.1
COc1ccc(C(=O)Nc2ccc(S(=O)(=O)Nc3nccc(C)n3)cc2)cc1,-2,-3,8,-9,2,-14,-11,8,0.2
CN(CCNC(=O)c1c[nH]c2c1ccc1ccccc12)CCNC(=O)c1c[nH]c2c1ccc1ccccc12,-5,16,/,-9,-2,-9,/,2,1.8
CCN(CC)CCn1c(NS(=O)(=O)c2ccc(Cl)cc2)nc2ccccc21,3,-1,-16,-8,-11,-14,-9,-1,0.2
S=c1[nH]nc(-c2cc3c(s2)-c2ccccc2CC3)o1,-4,12,-12,-7,-5,15,-11,-2,1.4
Cc1cc(C)cc(OCC(=O)N/N=C/c2ccc([N+](=O)[O-])o2)c1,2,8,-1,-7,-5,4,-10,4,0.0
COC(=O)/C=C1\S/C(=N\N=C\CC(=O)OC)NC1=O,-1,17,-8,-10,-3,-10,-14,1,0.4
COc1ccc2nc(NC(=O)c3ccc4ncsc4c3)sc2c1,-7,9,-16,9,2,/,-9,/,4.5
Cc1ccc(-c2cnn(-c3cccc(C(F)(F)F)c3)c2N)cc1,-4,18,-12,0,-7,7,0,-2,0.7
OC(c1ccc(Cl)c(F)c1)c1ncc(-c2cccc(F)c2)[nH]1 (stereo not drawn),-7,13,/,-11,0,-14,/,8,1.3
O=C(N/N=C/c1c[nH]c2ccccc12)c1ccccc1Cl,-12,20,/,-3,-2,14,/,1,2.4
Cc1ccc2[nH]c(O)c(N=Nc3ccccc3[N+](=O)[O-])c2c1,-12,6,/,-3,-1,-11,/,2,2.4
C[C@@H]1CN([C@@H](C)CO)S(=O)(=O)c2ccc(Br)cc2O[C@H]1CN(C)Cc1ccncc1,-10,0,/,-12,-1,1,/,8,3.8
COc1ccc(C(=O)N=C2SC3CS(=O)(=O)CC3N2c2ccc(N(C)C)cc2)cc1OC (stereo not drawn),21,8,1,-5,-1,-24,-4,6,5.1

A different layout for part of the listing above:
Results follow in this order: M1 antag, M1 PAM parental, CHO parental Ca, CHO-K1 Ca antag, CHRM1 agonist, TAAR1 antag, OXTR potentiate, TAAR1 ag, M1 ag parental
Cc1ccc(-c2cnn(-c3cccc(C(F)(F)F)c3)c2N)cc1
  -4, 18, -12, 0, -7, 7, 0, -2, 0.7
OC(c1ccc(Cl)c(F)c1)c1ncc(-c2cccc(F)c2)[nH]1 (stereo not drawn)
  -7, 13, /, -11, 0, -14, /, 8, 1.3

Next part
compound,M1 antag,M1 PAM parental,CHO parental Ca,CHO-K1 Ca antag,CHRM1 agonist,TAAR1 antag,OXTR potentiate,TAAR1 ag,M1 ag parental
C=CCn1c(SCC(=O)NCc2ccc3c(c2)OCO3)nnc1C1CCCCC1,-8,18,-16,-9,-6,-2,-13,-2,0.3
COc1ccc(C(C(=O)NC(C)(C)C)N(Cc2cccnc2)C(=O)CCC(=O)Nc2cc(C)on2)cc1 (stereo not drawn),-5,4,-4,-3,-6,2,-4,-2,-0.4
O=C(CN1C(=O)CSc2ccc(S(=O)(=O)N3CCCCC3)cc21)NCc1cccnc1,-6,7,-17,-5,-12,-11,-11,4,0.2
COc1ccc(CC(=O)NNC(=O)c2cccs2)cc1OC,-8,16,4,-7,-2,-6,-3,8,0.1
Cc1ccc(NCC(=O)N2CCN(S(=O)(=O)c3ccccc3)CC2)cc1F,-15,-12,/,10,-3,-1,/,1,1.0
COc1cc(=O)n2c(n1)SCCC2,-20,13,-10,-5,-3,18,-11,11,0.4
COc1ccc(NS(=O)(=O)c2ccc(C)c(C(=O)N(C)CC(=O)Nc3cccc(OC)c3)c2)cc1,15,-16,-13,-2,0,-8,0,3,1.0
O=C(NCCO)c1cccc(-c2cnc3c(Nc4cccc(OC(F)(F)C(F)F)c4)nccn23)c1,15,17,/,-1,-1,39,/,1,4.9
CCCCCCCCN1C(=O)[C@H](CC(=O)NCCCOCCCC)C[C@@]2(C(=O)OCC)CCCC=C12,/,12,/,-28,/,-21,/,-2,-0.6
Nc1nonc1-c1nc2ccccc2n1CC(=O)N1CCCCC1,0,5,-12,2,-2,-9,-8,8,1.1
CC(C)CC1(C(=O)NCc2ccccn2)C=CCN1C(=O)c1ccccc1 (stereo not drawn),-4,15,-13,-11,-6,-12,0,19,0.3
O=C(CNc1cccc([N+](=O)[O-])c1)N1CCN(S(=O)(=O)c2ccc(Cl)cc2)CC1,9,-15,/,10,-1,5,/,3,1.8
O=C(Nc1cccc(C(=O)O)c1)/C(=C\c1ccc2c(c1)OCO2)NC(=O)c1ccccc1,-2,18,-3,0,-5,-6,-6,7,0.3
COc1ccc(-n2c(C)nc3cc(C(=O)NCc4ccco4)ccc32)cc1,9,-1,-10,1,-4,4,-11,7,0.4
Cn1c(=Nc2ccc(N3CCOCC3)cc2)ccc2ccccc21,48*,-4,-10,0,-6,-25,-5,2,0.1
Cc1ccc(SCC(=O)c2c(C)[nH]c3ccccc23)cc1,8,12,-6,-11,-7,8,-8,0,0.5
CC(C)c1cc(C(=O)N(C)C2CCCN(Cc3ccccc3F)C2)n(C)n1 (stereo not drawn),22,1,/,-8,-7,6,/,0,1.1
O=C(Nc1cc(Cl)ccc1N1CCOCC1)c1ccc(F)c(S(=O)(=O)N2CCOCC2)c1,2,-17,-27,5,-2,13,-2,9,-0.3
CC(=O)NC(=S)Nc1ccc(S(=O)(=O)Nc2nc(C)cc(C)n2)cc1,-1,26,5,-11,0,-3,-2,10,0.1
CCCOc1cccc(C(=O)NC(=S)Nc2cccc(C(F)(F)F)c2)c1,6,18,-12,-21,-4,19,-3,1,0.7
Cn1nc(N2CCN(S(=O)(=O)c3ccccc3)CC2)c(=O)n(C)c1=O,-13,6,-3,-2,-1,2,4,1,0.5
Cc1cnc(C(=O)Nc2nnc(C)s2)cn1,-17,15,4,-3,-3,-3,2,5,0.3
COc1ccc(C=C2SC(=O)NC2=O)cc1OC,-13,22,/,-10,-2,8,/,1,5.1
Cc1ccccc1C=Nc1ccccc1C(N)=O,-7,26,-10,-4,-7,-5,-6,2,0.4
O=C(c1cc(Cl)cc(Cl)c1)N1CCOCC1,-7,22,-7,-10,-6,-9,0,8,0.6
CCOC(=O)c1ccc(N/C=C2\CCCCC2=O)cc1,-20,18,-5,0,-2,-11,-2,-1,0.3
Cc1ccc(C(=O)N2CC3(C(C)C)CN(C(=O)c4ccc(C)cc4)CC(C(C)C)(C2)C3=O)cc1,-22,9,-20,-10,-5,1,-5,5,0.5
O=C(COc1ccc(F)cc1Br)NCc1ccccn1,0,4,-18,2,-2,9,-17,5,0.0
COC(=O)[C@@]12CCCCN1[C@H](c1ccc(-c3cccc(Cl)c3)c(OC)c1)[C@@H]1C(=O)N(C)C(=O)[C@@H]12,-5,12,-18,-23,-5,10,-16,0,0.9
COc1ccc(CCNC(=O)[C@H](C)NC(=O)[C@@H]2CSC3c4ccccc4C(=O)N32)cc1 (stereo partly drawn),-12,16,-18,-12,-2,-11,-1,0,1.6
COCCC(=O)N1CCC(Oc2ccc(C(=O)N3CCCC(OC)C3)cc2)CC1 (stereo not drawn),-12,1,3,8,4,-8,0,0,0.4
CCOc1ccc(NS(=O)(=O)c2ccc3[nH]c(=O)cc(C(=O)O)c3c2)cc1,-5,14,8,-5,-6,-10,-8,-1,0.1
COc1ccc(NC(=O)CCS(=O)(=O)c2ccc(Br)s2)cc1,-7,19,-10,-10,-5,-11,-8,0,1.0
COc1ccc(-n2ncc3c(=O)n(CC(=O)N4c5ccccc5CC4C)cnc32)cc1 (stereo not drawn),4,12,1,-1,0,-5,-12,4,1.0
Cc1c(NC(=O)Cn2nc(C(F)(F)F)c3c2CCCC3)c(=O)n(-c2ccccc2)n1C,6,-7,-9,4,-5,1,-10,12,-0.2
Cc1cc(/C=N/NC(=O)c2cccc(N(C)C)c2)c(C)n1-c1cc(C(=O)O)cc(C(=O)O)c1,-13,23,/,-9,-5,/,/,/,-0.2
COc1cc(C)ccc1OCc1cc(C(=O)N2CCN(C)C[C@@H]2c2ccccc2)no1,-14,-6,-20,-25,-3,-14,-10,3,3.1
CCOC(=O)c1cc([N+](=O)[O-])sc1NC(=O)CC,6,3,-8,-15,-6,-10,-14,-2,1.9
O=S(=O)(c1cc(Cl)ccc1Cl)N1CCc2ccccc21,4,8,-11,0,-6,10,-17,1,0.7
C/C(=N/O)c1cccc(N2Cc3ccccc3C2)c1,25,5,-6,-3,-9,0,-17,-1,0.5
NC(=O)[C@H]1CC2(CC(c3cccc(NC(=O)CC(c4ccccc4)c4ccccc4)c3)=NO2)CN1C(=O)c1ccccc1C(=O)c1ccccc1 (stereo partly drawn),6,-17,2,0,-10,-1,-7,6,0.0
CSc1ccccc1NC(=O)c1c(Br)cnn1C,-6,8,-19,-9,-3,1,2,7,0.3
